proCasp7 act = procaspase-7 activators, primary screen, counter-screen for procaspase-3 activator project, biochemical, absorbance, HTS, human | Caspase-7 (Homo sapiens), P55210 | recombinant procaspase-7, Ac-DEVD-pNA absorbance 405 nm; D23A/D198A/D206A triple mutant, cannot self-cleave; scale: DMSO 0, 5 µM enzyme 100 | activation, % at 8.5 µM | 330,000 compounds, 0.093% hits | AID 463210, 2010;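 active = percent activation above the screen-wide mean plus 3 SD, cut at about 25% in these data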
Target sequence (P55210 whole entry D23A/D198A/D206A): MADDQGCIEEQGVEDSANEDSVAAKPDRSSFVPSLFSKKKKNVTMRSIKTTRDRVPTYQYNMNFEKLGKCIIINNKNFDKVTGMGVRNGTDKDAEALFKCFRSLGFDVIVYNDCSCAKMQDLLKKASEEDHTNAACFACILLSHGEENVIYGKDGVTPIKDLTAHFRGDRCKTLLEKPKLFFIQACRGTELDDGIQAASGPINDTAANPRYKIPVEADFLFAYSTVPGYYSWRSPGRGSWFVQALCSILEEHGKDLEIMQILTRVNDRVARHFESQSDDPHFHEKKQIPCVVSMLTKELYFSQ
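signal = Epi-absorbance of released pNA at 405 nm, two timepoints | assay system = Uncleavable procaspase-7 mutant enzyme | reagent = Ac-DEVD-pNA substrate, 400 µM as added | times = 1 h enzyme–compound preincubation and 2 h substrate reaction, both 25 °C | benchmarks = low DMSO alone, high DMSO plus 5 µM PC-7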
TPT1 inh = Candida albicans TPT1 enzyme inhibitors, primary screen, biochemical, fluorescence polarization | tRNA 2'-phosphotransferase TPT1 (Candida albicans SC5314) | recombinant caTPT1, FP RNA substrate dephosphorylation | inhibition, % at 5 µM | 300,000 compounds, 0.81% hits;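 active = inhibition above the mean of all tested compounds plus 3 SD, set per screening campaign, cut at about 24% in these data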;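 also: plate controls were DMSO alone for no effect and ferristatin control at 100 nM for full effect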
Fh CTSL1 inh = Fasciola hepatica cathepsin L1 inhibitors, primary screen, counter-screen for PFM18AAP inhibitor project, biochemical, QFRET, fluorogenic peptide substrate; inhibition, % at 5.96 µM; recombinant F. hepatica cathepsin L1, Z-Leu-Arg-MCA fluorescence; AID 1906, 2009; 300,000 compounds, 0.49% hits;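 active = inhibition above the mean of all tested compounds plus 3 SD, set per screening campaign, cut at about 17% in these data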;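 also: 0% = plate median of test compound wells and 100% = 1 µM Z-Phe-Ala-diazomethylketone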
PP5 primary = PP5 phosphatase inhibitors, primary screen, biochemical, fluorescence; Serine/threonine-protein phosphatase 5 (Homo sapiens), P53041; purified PP5c, OMFP substrate fluorescence; inhibition, % at 6.7 µM; 320,000 compounds, 0.18% hits;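 active = inhibition above the campaign's mean inhibition across all tested compounds plus 3 SD, cut at about 9.5% in these data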;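 also: 0% = DMSO only and 100% = 100 µM cantharidin control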
procasp3 activ = activators of human procaspase-3 D3A mutant, primary screen, biochemical, absorbance, PC-3 D3A mutant, single concentration; Caspase-3 (Homo sapiens), P42574; recombinant procaspase-3 D3A, Ac-DEVD-pNA absorbance 405 nm; activation, % at 8.5 µM; 330,000 compounds, 0.11% hits;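 active = activation above the mean of all tested compounds plus 3 SD, cut at about 21% in these data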;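 also: 0% = DMSO alone and 100% = DMSO wells spiked with extra 5 µM PC-3 D3A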
Target sequence (P42574 whole entry D9A/D28A/D175A): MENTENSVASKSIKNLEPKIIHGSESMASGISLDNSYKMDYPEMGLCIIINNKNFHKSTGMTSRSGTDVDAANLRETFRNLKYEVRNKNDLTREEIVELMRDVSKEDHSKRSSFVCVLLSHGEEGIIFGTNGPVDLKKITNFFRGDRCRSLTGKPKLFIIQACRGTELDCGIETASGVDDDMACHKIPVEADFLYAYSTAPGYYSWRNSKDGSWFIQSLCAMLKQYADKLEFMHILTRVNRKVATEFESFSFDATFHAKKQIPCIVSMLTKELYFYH
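Test system: Procaspase-3 D3A mutant; medium: Zinc-free HEPES/NaCl buffer with 0.01% Triton X-100 at pH 7.4; reagent: DEVD-pNA substrate; doses: one concentration, 8.5 µM nominal, 0.8% DMSO; times: 1 h preincubation plus 2 h reaction at 25 °C; signal: Epi-absorbance at 405 nm of released p-nitroaniline, 0 and 120 min; replicates: singlicate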
Efflux pump mplx = inhibitors of Candida efflux pumps in yeast, primary screen, S. cerevisiae, Nile Red, multiplex. S. cerevisiae Candida pump triplex. inhibition, % at 10 µM. 330,000 compounds, 0.44% hits;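 active = plate passing quality check with inhibition over a set limit, or well fluorescence over plate mean plus 4 SD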;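 also: Nile Red retained in pooled yeast measured as flow cytometry median fluorescence; 0% = buffer negative control and 100% = Enniatin B positive control; higher means more Nile Red kept so more efflux inhibition; some compounds called inactive have numbers as strong as hits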
core dimer inh = inhibitors of HCV core protein dimerization, primary screen, biochemical, TR-FRET, high-throughput | inhibition, % at 5 µM | TR-FRET GST/Flag-core106 dimerization, 1536-well | 300,000 compounds, 0.33% hits;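 active = inhibition above the mean of all tested compounds plus 3 SD, set per screening campaign, cut at about 45% in these data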
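test system = GST/Flag-tagged HCV core106 proteins | probe or stimulus = Eu donor and XL665 acceptor anti-tag antibodies | times = compound-protein-antibody incubation 4 h at 22.5 °C | signal = TR-FRET, excitation 340 nm, emission 617 and 671 nm | measure = percent inhibition of core106 dimerization signal | controls = wells lacking GST-core106 and wells with excess unlabelled core106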
GASC-1 inh = inhibitors of GASC-1 histone demethylase, primary screen, biochemical, fluorescence, DELFIA europium | Lysine-specific demethylase 4C (Homo sapiens), Q9H3R0 | GST-JMJD2C(1-420) H3K9me3 demethylation | inhibition, % at 2.35 µM | 330,000 compounds, 0.069% hits | AID 2099, 2009;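 active = more than half of a compound's replicate wells show inhibition beyond 50%, single wells judged on their own value; inconclusive = some, but no more than half, of replicates pass 50% inhibition; inactive = no replicate passes 50% inhibition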;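 also: signal counts dimethyl H3K9 product captured on neutravidin plate; 0% = median of DMSO wells and 100% = 0.3 times that DMSO median; strong numbers were not always called active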
Target sequence (Q9H3R0 1-420 limits assumed): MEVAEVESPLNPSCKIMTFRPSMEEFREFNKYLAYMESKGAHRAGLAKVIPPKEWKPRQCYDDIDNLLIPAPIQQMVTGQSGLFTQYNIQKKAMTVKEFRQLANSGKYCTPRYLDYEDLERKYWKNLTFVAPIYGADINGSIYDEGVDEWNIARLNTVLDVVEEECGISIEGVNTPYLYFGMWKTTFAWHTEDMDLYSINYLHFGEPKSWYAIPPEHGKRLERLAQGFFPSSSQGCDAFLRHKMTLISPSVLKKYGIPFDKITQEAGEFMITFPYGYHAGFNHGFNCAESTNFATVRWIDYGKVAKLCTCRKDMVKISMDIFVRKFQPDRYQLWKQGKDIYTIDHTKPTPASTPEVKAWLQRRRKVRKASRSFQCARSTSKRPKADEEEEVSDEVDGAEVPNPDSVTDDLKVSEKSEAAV
PP1 inh = PP1-alpha phosphatase inhibitors, primary screen, counter-screen for PP5 inhibitor project, biochemical, fluorescence, OMFP substrate, single point; Serine/threonine-protein phosphatase PP1-alpha catalytic subunit (Homo sapiens), P62136; purified PP1alpha; inhibition, % at 6.7 µM; 320,000 compounds, 0.9% hits; AID 2235, 2010;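 active = inhibition above the mean inhibition of all tested compounds plus 3 SD, computed separately for each screening campaign, cut at about 15% in these data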
Active calls of the source: *; ? = inconclusive; . = not tested or not shown; & = joins results of further samples.

Below each SMILES: Efflux pump mplx | PP5 primary | procasp3 activ | Fh CTSL1 inh | GASC-1 inh | proCasp7 act | PP1 inh | core dimer inh | TPT1 inh
1) c1nnnn1C12CC3CC(CC(C3)C1)C2
 : -0.1 | 3.6 | 9 | 0 | -2 | -7 | -2 | 6 | 1
2) CCOc1cccc(/C=N/NC(=O)c2cc(C3CC3)[nH]n2)c1O
 : 0.1 | 2.7 | 6 | 2 | 5 | -1 | 4 | -2 | 1
3) CN(C)CCCN(C(=O)COc1ccc(Cl)cc1)c1nc2cc3c(cc2s1)OCO3
 : 0.1 | 4.5 | -3 | -4 | -16 | 0 | 3 | -6 | 1
4) CCc1nccn1-c1cc(C(C)(C)C)nc2c(-c3ccc(Cl)cc3)cnn12
 : 0.7 | 1.1 | -1 | -3 | -14 | -3 | -6 | -7 | 3
5) CCOC(=O)C1(Cc2ccccc2C)CCCN(S(C)(=O)=O)C1 (stereo not given)
 : 0.0 | 2.8 | 6 | -3 | -19 | 11 | -7 | -1 | -3
6) Cn1c(=O)c2c(SCC(=O)NC3CCCC3)nc(CC(C)(C)C)nc2n(C)c1=O
 : 0.0 | 1.1 | -1 | -3 | 4 | -2 | 0 | 3 | 2
7) O=C(NNC(=O)c1ccccc1[N+](=O)[O-])c1ccccn1
 : 0.1 | -0.4 | 7 | -1 | 5 | 0 | -6 | 1 | -1
8) CC(=O)N1c2ccc(S(=O)(=O)N3CCC(C(=O)Nc4cccc(C)c4)CC3)cc2CC1C (stereo not given)
 : 0.1 | 4.7 | 9 | 3 | 6 | -2 | -1 | 7 | -3
9) Cc1cc(C)c(NC(=O)CNC(=O)COC(=O)CNC(=O)c2ccc(Cl)cc2Cl)c(C)c1
 : -0.1 | 3.3 | 7 | 9 | -4 | 14 | -4 | -11 | -2
10) CCCCC1CCc2[nH]nc(C(=O)O)c2C1 (stereo not given)
 : -0.2 | -2.9 | -1 | 1 | -2 | 6 | 12 | 6 | 1
11) CCN1CCN(c2nc(S(=O)(=O)c3ccc(C)cc3)c(Cl)s2)CC1
 : 0.3 | 1.7 | 9 | 1 | 2 | 1 | 1 | 5 | 0
12) O=C(Nc1cc(Cl)ccc1-n1cncn1)c1ccc(Br)o1
 : -0.1 | 0.4 | 13 | -3 | -2 | 9 | 0 | -1 | 4
13) Cc1onc(-c2ccccc2)c1C(=O)/C=C/N(C)C
 : 0.0 | -2.4 | -5 | 5 | 0 | -4 | -5 | 1 | -2
14) CC(C)OP(=O)(OC(C)C)C(Nc1ccccc1)c1cccc([N+](=O)[O-])c1 (stereo not given)
 : -0.1 | -0.4 | 10 | -2 | -6 | 6 | 0 | 1 | -2
15) O=C(N/N=C/c1ccc(OC(=O)c2ccco2)cc1)c1ccncc1
 : 0.2 | 0.1 | 1 | -3 | 13 | 2 | -1 | 0 | 1
16) COc1ccccc1N1CCN(C(=O)CN(c2cc(C)cc(C)c2)S(C)(=O)=O)CC1
 : 0.0 | 3.5 | 10 | -5 | -2 | 0 | 0 | 4 | 1
17) COc1ccc(-c2cc(C(F)(F)F)nc(N3CCCCCC3)n2)cc1
 : -0.1 | 3.0 | -1 | 3 | 8 | 3 | 0 | 4 | 2
18) CCCCN(C(=O)CSc1nncn1-c1ccccc1)c1c(N)n(Cc2ccccc2)c(=O)[nH]c1=O
 : -0.1 | 1.1 | 3 | -1 | 26 | 6 | 0 | -2 | 0
19) CCOc1cc(/C=C2\SC(=S)N(NS(=O)(=O)c3ccccc3)C2=O)ccc1O
 : 0.1 | 2.5 | -12 | 6 | 2 | -2 | 7 | -41 | 13
20) Cc1ccc(S(=O)(=O)NNC(=O)C2CCN(S(=O)(=O)c3ccc(C)cc3)CC2)cc1
 : -0.1 | 0.6 | 4 | -2 | 3 | 3 | -2 | -8 | -2
21) COc1cccc(-n2cc(C(=O)O)c3ccccc3c2=O)c1
 : -0.2 | -0.7 | 0 | -3 | ? | 3 | -5 | -1 | 0
22) CCC(C(=O)NCCCN1CC(C)CC(C)C1)n1ncn2c(cc3occc32)c1=O (stereo not given)
 : -0.1 | -0.1 | 6 | -1 | -1 | 2 | -4 | -8 | -3
23) CC(C)C(c1nnnn1CC1CCCO1)N1CCN(Cc2ccc3c(c2)OCO3)CC1 (stereo not given)
 : 0.2 | -3.5 | -12 | -6 | 0&-9 | -2 | 2 | 1 | 5
24) CC(=O)c1ccc(NS(=O)(=O)c2ccc(CC(C)C)cc2)cc1
 : 0.1 | 3.6 | 9 | 4 | -5 | -12 | 4 | 1 | -1
25) CNC(=S)Nc1cccc(S(=O)(=O)NCc2ccco2)c1
 : -0.1 | . | 0 | . | -2 | 1 | . | . | .
26) Cc1ccc(C(C)C)c(OCc2nn(CC(=O)c3ccc(OC(F)F)cc3)c3[n+]2CCCCC3)c1
 : 0.2 | 1.1 | 12 | 4 | -26 | 13 | 12 | -6 | 11
27) O=C(NC1CCCCC1)c1ccc2c(c1)OCO2
 : 0.0 | 0.3 | 5 | 1 | -11 | 2 | -1 | -2 | -5
28) O=C(NCc1ccccn1)Nc1ccc(Cl)c(Cl)c1
 : -0.1 | 0.6 | 7 | 1 | 3 | 9 | -1 | 3 | -5
29) COCCNC(=O)C(=O)c1cc(C)n(-c2ccc([N+](=O)[O-])cc2)c1C
 : -0.1 | 0.9 | 12 | 4 | 0 | 10 | 1 | -3 | 2
30) O=C(c1ccc2c(c1)OCCO2)N1CCN(Cc2ccccc2)CC1
 : 0.1 | 2.2 | -1 | 2 | 7 | 2 | 2 | 0 | 0
31) CCOC(=O)CSc1nnc(CNc2cccc(Cl)c2)n1-c1ccccc1
 : 0.2 | 0.3 | 1 | -3 | -10 | 4 | -5 | 9 | -3
32) OCCCCCN=c1cc(-c2ccccc2)oc2ccc(Cl)cc12
 : 0.0 | 1.3 | -8 | 8 | -4 | -24 | 1 | -2 | 5
33) CCCN(CCC)S(=O)(=O)c1cc2c3c(c1)CCN3C(=O)CC2
 : -0.2 | 0.6 | -2 | -2 | -4 | 6 | -2 | 2 | 3
34) NC1=NC[C@H](c2ccccc2)N1CC1CCCCC1
 : 0.1 | 2.0 | -1 | -1 | -1 | 2 | -3 | -2 | -2
35) Cc1c(CCC(=O)O)c(=O)oc2cc3oc4c(c3cc12)CCCC4
 : 0.0 | 1.9 | -1 | 0 | 0 | 2 | -1 | 7 | -3
36) CCC(C)c1ccc(NC(=S)NCc2ccccn2)cc1 (stereo not given)
 : 0.3 | 0.1 | -16 | -2 | 2 | -11 | 2 | -6 | 2
37) CC1=C(C(=O)Nc2ccccc2C(=O)N2CCC(C)CC2)SCCO1
 : 0.0 | 0.4 | -7 | -3 | 5 | 6 | -2 | 2 | -2
38) COc1cccc(/C=N/Nc2nc(C)cc(=O)[nH]2)c1OC
 : 0.1 | 3.8 | 8 | 1 | 23 | 5 | 0 | -2 | 0
39) Cc1c(/C=C/C(=O)c2ccccc2O)cnn1C
 : -0.1 | -2.4 | -4 | -1 | -1 | -11 | 1 | -4 | -3
40) COc1ccc(CC(=O)NNc2ncnc3c2cnn3Cc2ccccc2)cc1OC
 : 0.0 | 2.4 | -3 | -2 | -1 | -3 | 2 | 9 | -2
41) O=c1cc(CCl)nc2scc(-c3ccccc3)n12
 : -0.2 | 1.3 | -11 | 2 | -11 | -2 | -2 | 4 | 2
42) CN(Cc1ccccc1)C(=O)COC(=O)c1cc([N+](=O)[O-])ccc1N1CCOCC1
 : 0.1 | -2.9 | -3 | 3 | -2 | -5 | -5 | 0 | 2
43) O=C(N/N=C/c1cc(Br)ccc1O)C(=O)Nc1ccccc1OC(F)(F)C(F)F
 : -0.2 | -1.0 | -7 | 0 | -19 | -16 | 6 | -3 | 11
44) CC(C)[C@H](NC(=O)c1ccco1)C(=O)N(C)Cc1ccc(C(F)(F)F)cc1
 : -0.2 | -0.7 | 6 | 0 | 7 | 6 | -2 | -3 | -1
45) O=C(C1CCN(S(=O)(=O)c2cccc3cccnc23)CC1)N1CCN(C2CCCC2)CC1
 : 0.0 | 0.1 | -3 | 3 | 10 | 4 | 0 | -1 | -4
46) O=[N+]([O-])c1cccc(-c2ncc3ccccn23)c1
 : -0.1 | -1.5 | -4 | -6 | -22 | 1 | -8 | 0 | 2
47) Cc1cc(C(=O)N/N=C/C=C/c2ccccc2[N+](=O)[O-])c(C)o1
 : 0.0 | 1.6 | 4 | 3 | 18 | 5 | 4 | -1 | -1
48) COc1ccc(N2CCN(CCC(O)c3ccc4ccccc4c3)CC2)cc1 (stereo not given)
 : 0.7 | 2.0 | -5 | -2 | -7 | -12 | 2 | -17 | 2
49) Cc1cccc(C(=O)NC(C)c2ccc(-n3ccnc3)cc2)c1C (stereo not given)
 : 0.2 | 0.9 | 9 | 1 | -11 | 1 | -5 | 0 | -2
50) CCn1nc(C(=O)Nc2cccc(C(F)(F)F)c2)c(Cl)c1Cl
 : 0.1 | 0.0 | -5 | 1 | -12 | -1 | -4 | -4 | -5
51) Cn1c(/C=C/c2ccccc2)nc2ccccc21
 : -0.1 | -1.4 | -3 | 0 | 7 | 8 | -1 | -2 | -1
52) O=Cc1ccc(Oc2ccc(F)cc2)nc1
 : -0.1 | 2.1 | 8 | 0 | 4 | -6 | 6 | -3 | -5
53) O=C(NC(=S)Nc1ccc(CN2CCOCC2)cc1)c1cc2ccccc2o1
 : -0.1 | 3.3 | 3 | -8 | -4 | -13 | -3 | -7 | -1
54) CCOC(=O)c1cc(-c2ccccc2C)nn1Cc1cc(CC)no1
 : -0.1 | 2.5 | -6 | -1 | 1 | 0 | 0 | 10 | 0
55) C=C1CCN(C(C(=O)OC)C(C)C)S(=O)(=O)c2ccc(F)cc21 (stereo not given)
 : 0.1 | 4.3 | 13 | -5 | 2 | 2 | -1 | -9 | 2

Source: PubChem
